Screens: PubChem, several laboratories
ER stress rescue: rescue of cells from ER stress-induced death, primary screen, 384-well, CSM14.1, thapsigargin, ATP luminescence (AID 1222); CSM14.1 thapsigargin-induced death rescue, ATP luminescence; higher % means a stronger effect; cellular ATP content (survival), % at 20 µM; hits with a dose series show EC50 in µM; 190,000 tested, under 10 active;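 active means EC50 below 50 µM in the dose-response confirmation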;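 further: death triggered by thapsigargin at about 15 µM added after 2 h compound pretreatment; cell ATP read after overnight thapsigargin exposure of roughly 18 to 22 hours; normalized against plate controls of thapsigargin alone and 5% DMSO vehicle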
Dynein cargo inh: dynein cargo transport inhibition; 3617.4 mouse cells, GR-EGFP nuclear translocation imaging; test concentration mostly 20 µM; stimulated with dexamethasone, 1 µM; active compounds read low; z-score, hits read low; hit rate 0.47% among 220,000;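 active means plate z-score of nuclear minus cytoplasmic receptor signal below a set negative limit, without overly bright fluorescence or cell loss, cut at about -3.5 in these data, passing the limit was not always enough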;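 further: z-score of nuclear minus cytoplasmic ring GR-EGFP intensity difference per well; some compounds called inactive have numbers as strong as hits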
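Buffer or medium: tet-free, stripped-serum medium; reagent: dexamethasone at 1.0 µM final, 30 min; incubation: 48 h induction, 1 h compound, 30 min dex at 37 °C; measured by: formaldehyde fixation, Hoechst nuclear stain, 10x automated fluorescence imaging; read-out: nuclear-to-cytoplasmic GR-EGFP distribution per well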
Insulin prom up: MIN6 insulin promoter up-regulation. MIN6 insulin promoter-GFP reporter, high-content imaging; active compounds read high. z-score at 5 µM. hit rate 0.3% among 190,000. AID 1625;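 active means z-score above 3 at 5 µM with at least 500 cells counted in the well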
MT stabilizer: stabilizes microtubules in HeLa cells; HeLa tubulin immunostaining HCS, 24 h; share of cells brighter than vehicle mean+2SD; % tubulin-high responders, % at 10 µM; hit rate 0.83% among 200,000;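 active means plate Z-score above 3 for both tubulin-high and condensed-nucleus cell shares, with cell loss under 80%, at 10 µM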;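 further: anti alpha tubulin signal scored within the nucleus-defined area of each cell; some results filed as inactive read as strong as hits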
Autophagy mod: alters autophagy in cells; MEF GFP-LC3 puncta imaging; test concentration mostly 10 µM; calls only at 10 µM (by protocol); hit rate 0.98% among 190,000; AID 463193;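 active means percentage of spot-positive cells more than 3 SD above its plate mean, without a fluorescence outlier flag or 80% toxicity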;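 further: spot-positive cell cutoff set from DMSO-treated cells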
P. falciparum M1AAP: P. falciparum M1AAP inhibitors, biochemical, fluorogenic H-Leu-NHMec substrate, 1536-well (AID 1445). recombinant M1AAP, H-Leu-NHMec fluorogenic kinetic assay; higher % means a stronger effect. hit rate 0.42% among 220,000. inhibition, % at 30 µM, or IC50 in µM where a hit was titrated;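 active means primary inhibition above the hit cutoff, then over 50% inhibition at one or more dose response concentrations, cut at about 23% in these data, passing the limit was not always enough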;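 further: plate controls were DMSO full reaction for no effect and no enzyme background for full effect; strong numbers were not always called active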
bCat nuc transl: beta-catenin nuclear translocation modulation. HeLa beta-catenin nuclear translocation, immunofluorescence imaging. nuclear translocation activity, % at 5 µM. hit rate 0.3% among 190,000. AID 1665;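 active means nuclear translocation activity above 50% at 5 µM, with a well cell count of 50 or more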;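 further: per-cell ratio of nuclear to cytoplasmic median beta-catenin stain intensity; plate controls were DMSO negative control for no effect and GSK-3 inhibitor IX positive control for full effect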
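System: Human HeLa cells, endogenous beta-catenin | Compound dosing: 5 µM primary, 0.02–20 µM confirmation | Timing: 24 h compound exposure at 37°C, 5% CO2 | Measured by: Fluorescence imaging of beta-catenin antibody stain plus DAPI | Read-out basis: % activation of per-cell nuclear versus cytoplasmic median beta-catenin signal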
UTI89 phage lysis: inhibition of K1F phage lysis, E. coli UTI89, bacterial capsule biogenesis inhibitors, alamar blue (AID 488966). E. coli UTI89 K1F phage lysis, alamar blue, 2 h; higher % means a stronger effect. hit rate 0.02% among 340,000. inhibition, % at 100 µM, or IC50 in µM where a hit was titrated;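 active means phage lysis inhibition, versus mean bacterial control, above a set limit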;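 further: capsule biogenesis inhibitors block K1F phage lysis so surviving cells raise fluorescence; higher fluorescence means more inhibition of phage lysis; actives were called in the ten point dose series up to 300 µM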
M17LAP inhibition: P. falciparum M17LAP inhibitors, primary screen, biochemical, fluorogenic H-Leu-NHMec substrate, 1536-well (AID 1619); hit rate 0.38% among 220,000; recombinant M17LAP, H-Leu-NHMec fluorogenic kinetic assay; higher % means a stronger effect; one-dose inhibition, % at 30 µM; IC50 in µM for titrated hits;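 active means compound inhibiting the enzyme by more than half at any dose during confirmatory dose-response retesting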;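 further: plate controls were full reaction with DMSO carrier for no effect and no enzyme background for full effect; strong numbers were not always called active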
Dynein cargo inh cytoplasmic EGFP: also measured in Dynein cargo inh; calls as there; z-score; measured here: cytoplasmic GR-EGFP intensity; active compounds read high
Dynein cargo inh nuclear GR-EGFP: also measured in Dynein cargo inh; calls as there; z-score; measured here: nuclear GR-EGFP intensity;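 lower value marks the stronger effect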
Dynein cargo inh cell count: further read-out of Dynein cargo inh, marked with its call; z-score; measured here: cell count per field
Insulin prom up cell count: second read-out of Insulin prom up, no call of its own (marks repeat the call); cell count; measured here: cytotoxicity, nuclei count;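 total cells summed across four imaged fields per well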
bCat nuc transl cell count 5 µM: second read-out of bCat nuc transl, no call of its own (marks repeat the call); cell count; measured here: cell count, cytotoxicity flag
MT stabilizer Hoechst-high %: recorded beside MT stabilizer, whose call it bears; % Hoechst-high responders; measured here: nuclear condensation Hoechst responders;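 share of cells brighter than vehicle mean plus two SD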
MT stabilizer cytotoxicity %: also measured in MT stabilizer; calls as there; toxicity, %; measured here: cytotoxicity by cell density;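 0% = mean cell density of plate MIN control wells and 100% = no cells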
Autophagy mod cell loss 18 h: further read-out of Autophagy mod, marked with its call; toxicity, %; measured here: cell loss, nuclei count;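 cell loss after 18 h compound exposure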
Numbers without * were called inactive.

What do the screens show for `COc1cc(CNc2nc3ccccc3[nH]2)cc(OC)c1OC`?
ER stress rescue: 0.2%; Dynein cargo inh: 0.515; Insulin prom up: -0.27; MT stabilizer: 3.8; Autophagy mod: inactive; P. falciparum M1AAP: 3.9%; bCat nuc transl: -1.5; UTI89 phage lysis: 0.0%; M17LAP inhibition: 18.2%; Dynein cargo inh cytoplasmic EGFP: -0.273; Dynein cargo inh nuclear GR-EGFP: 0.137; Dynein cargo inh cell count: 0.691; Insulin prom up cell count: 1035; bCat nuc transl cell count 5 µM: 1244; MT stabilizer Hoechst-high %: 2.4; MT stabilizer cytotoxicity %: 5.6; Autophagy mod cell loss 18 h: -0.7

Results for CCCCCC(=O)Nc1ccc(N2CCN(S(C)(=O)=O)CC2)cc1 ?
ER stress rescue: -2.0%; Dynein cargo inh: 0.358; Insulin prom up: 0.91; MT stabilizer: 3.2; Autophagy mod: inactive; P. falciparum M1AAP: 10.8%; UTI89 phage lysis: 0.0%; M17LAP inhibition: 8.9%; Dynein cargo inh cytoplasmic EGFP: -0.224; Dynein cargo inh nuclear GR-EGFP: 0.201; Dynein cargo inh cell count: -0.0529; Insulin prom up cell count: 1258; MT stabilizer Hoechst-high %: 1.9; MT stabilizer cytotoxicity %: 5.8; Autophagy mod cell loss 18 h: -4.6

What do the screens show for `Cc1ccnc(NC2c3ccccc3C(=O)N2Cc2ccccc2Cl)c1` (stereo unspecified)?
Dynein cargo inh: -0.228; MT stabilizer: 4.4; Autophagy mod: inactive; P. falciparum M1AAP: 5.4%; bCat nuc transl: -2.7; UTI89 phage lysis: 0.1%; M17LAP inhibition: 4.3%; Dynein cargo inh cytoplasmic EGFP: -0.165; Dynein cargo inh nuclear GR-EGFP: 0.13; Dynein cargo inh cell count: 0.383; bCat nuc transl cell count 5 µM: 1127; MT stabilizer Hoechst-high %: 1.9; MT stabilizer cytotoxicity %: 11.0; Autophagy mod cell loss 18 h: 10.7

Results for Cc1cc(C)c2nc(SCC(=O)NC(=O)c3cccn3C)cc(C)c2c1 ?
ER stress rescue: 2.1%; Dynein cargo inh: 0.028; Insulin prom up: 0.6; MT stabilizer: 6.4; Autophagy mod: inactive; P. falciparum M1AAP: 1.9%; bCat nuc transl: 0.2; UTI89 phage lysis: 0.5%; M17LAP inhibition: 7.0%; Dynein cargo inh cytoplasmic EGFP: 0.735; Dynein cargo inh nuclear GR-EGFP: 0.118; Dynein cargo inh cell count: 0.347; Insulin prom up cell count: 1286; bCat nuc transl cell count 5 µM: 1071; MT stabilizer Hoechst-high %: 1.4; MT stabilizer cytotoxicity %: 13.9; Autophagy mod cell loss 18 h: 3.2

What do the screens show for `CC1(C)C(N(O)C(=O)Nc2ccccc2)N(c2cccc(Cl)c2)C(=O)N1O` (stereo unspecified)?
ER stress rescue: -3.6%; Dynein cargo inh: 0.699; Insulin prom up: -1.3; MT stabilizer: 2.8; Autophagy mod: inactive; P. falciparum M1AAP: 2.5%; bCat nuc transl: -0.7; UTI89 phage lysis: -0.2%; M17LAP inhibition: -3.9%; Dynein cargo inh cytoplasmic EGFP: -0.186; Dynein cargo inh nuclear GR-EGFP: 0.174; Dynein cargo inh cell count: -0.457; Insulin prom up cell count: 1230; bCat nuc transl cell count 5 µM: 875; MT stabilizer Hoechst-high %: 1.1; MT stabilizer cytotoxicity %: 6.1; Autophagy mod cell loss 18 h: -0.5

What do the screens show for `COc1ccc(NC(=S)Nc2ccc(C)c(S(=O)(=O)N3CCCCC3)c2)cc1`?
ER stress rescue: -1.5%; Dynein cargo inh: -0.286; Insulin prom up: -0.4; MT stabilizer: 2.0; Autophagy mod: inactive; P. falciparum M1AAP: 0.7%; bCat nuc transl: 4.8; M17LAP inhibition: -5.0%; Dynein cargo inh cytoplasmic EGFP: -0.151; Dynein cargo inh nuclear GR-EGFP: 0.165; Dynein cargo inh cell count: -0.991; Insulin prom up cell count: 1136; bCat nuc transl cell count 5 µM: 1018; MT stabilizer Hoechst-high %: 1.0; MT stabilizer cytotoxicity %: 11.6; Autophagy mod cell loss 18 h: -5.2

How did Brc1ccc(-c2nnc3sc(CNCc4ccc5c(c4)OCO5)cn23)cc1 do in these assays?
Dynein cargo inh: 0.388; Insulin prom up: 1.14; MT stabilizer: 1.5; Autophagy mod: inactive; P. falciparum M1AAP: 16.8%; bCat nuc transl: 0.2; UTI89 phage lysis: 4.6%; M17LAP inhibition: 3.5%; Dynein cargo inh cytoplasmic EGFP: 0.106; Dynein cargo inh nuclear GR-EGFP: 0.601; Dynein cargo inh cell count: 0.185; Insulin prom up cell count: 1813; bCat nuc transl cell count 5 µM: 1126; MT stabilizer Hoechst-high %: 2.8; MT stabilizer cytotoxicity %: 11.0; Autophagy mod cell loss 18 h: -12.4

What do the screens show for `O=C(O)CCn1c(=O)c2ccccc2c2ccccc2c1=O`?
ER stress rescue: -3.5%; Dynein cargo inh: 0.525; Insulin prom up: -1.08; MT stabilizer: 3.0; Autophagy mod: inactive; P. falciparum M1AAP: 4.4%; UTI89 phage lysis: 3.4%; M17LAP inhibition: -12.4%; Dynein cargo inh cytoplasmic EGFP: 0.128; Dynein cargo inh nuclear GR-EGFP: 0.501; Dynein cargo inh cell count: 0.806; Insulin prom up cell count: 1231; MT stabilizer Hoechst-high %: 1.2; MT stabilizer cytotoxicity %: 5.5; Autophagy mod cell loss 18 h: -7.5

What do the screens show for `O=C(Nc1ccc(Cn2nnc3ccccc32)cc1)c1ccco1`?
ER stress rescue: -0.2%; Dynein cargo inh: 1.06; Insulin prom up: -0.91; MT stabilizer: 4.9; Autophagy mod: inactive; P. falciparum M1AAP: 4.7%; bCat nuc transl: 1.5; UTI89 phage lysis: 0.7%; M17LAP inhibition: 10.7%; Dynein cargo inh cytoplasmic EGFP: 0.477; Dynein cargo inh nuclear GR-EGFP: 1.24; Dynein cargo inh cell count: -2.15; Insulin prom up cell count: 1226; bCat nuc transl cell count 5 µM: 1001; MT stabilizer Hoechst-high %: 2.8; MT stabilizer cytotoxicity %: 8.5; Autophagy mod cell loss 18 h: -18.8

Results for O=C(CSc1nc2ccccc2o1)NCc1ccco1 ?
ER stress rescue: -0.8%; Dynein cargo inh: -0.518; Insulin prom up: -0.03; MT stabilizer: 1.9; Autophagy mod: inactive; P. falciparum M1AAP: 1.9%; bCat nuc transl: -5.5; UTI89 phage lysis: 1.0%; M17LAP inhibition: 4.8%; Dynein cargo inh cytoplasmic EGFP: -0.21; Dynein cargo inh nuclear GR-EGFP: -0.261; Dynein cargo inh cell count: 0.527; Insulin prom up cell count: 1147; bCat nuc transl cell count 5 µM: 1012; MT stabilizer Hoechst-high %: 1.7; MT stabilizer cytotoxicity %: 9.3; Autophagy mod cell loss 18 h: 3.4

What do the screens show for `Cc1cc(C)n(-c2ncnc3sc4c(c23)CC(C)CC4)n1` (stereo unspecified)?
ER stress rescue: 2.4%; Dynein cargo inh: -0.436; Insulin prom up: -0.23; MT stabilizer: 1.5; Autophagy mod: inactive; P. falciparum M1AAP: 11.7%; bCat nuc transl: -0.2; UTI89 phage lysis: -0.1%; M17LAP inhibition: 3.4%; Dynein cargo inh cytoplasmic EGFP: -0.0935; Dynein cargo inh nuclear GR-EGFP: -0.0822; Dynein cargo inh cell count: 0.286; Insulin prom up cell count: 1074; bCat nuc transl cell count 5 µM: 1169; MT stabilizer Hoechst-high %: 2.2; MT stabilizer cytotoxicity %: 6.6; Autophagy mod cell loss 18 h: -6.8

What do the screens show for `Cc1cccc(C)c1NC(=O)Cn1c(=O)n(CCC(=O)NCc2ccco2)c(=O)c2sccc21`?
ER stress rescue: -0.9%; Dynein cargo inh: 0.289; Insulin prom up: 1.17; MT stabilizer: 2.4; Autophagy mod: inactive; P. falciparum M1AAP: 8.8%; bCat nuc transl: -2.2; UTI89 phage lysis: 7.8%; M17LAP inhibition: 0.3%; Dynein cargo inh cytoplasmic EGFP: -0.208; Dynein cargo inh nuclear GR-EGFP: 0.275; Dynein cargo inh cell count: 0.293; Insulin prom up cell count: 1348; bCat nuc transl cell count 5 µM: 940; MT stabilizer Hoechst-high %: 1.3; MT stabilizer cytotoxicity %: 0.1; Autophagy mod cell loss 18 h: 3.6

What do the screens show for `COc1ccc(-c2noc(CN(C(=O)C(C)(C)C)C(C)C)n2)cc1`?
ER stress rescue: -3.9%; Dynein cargo inh: 0.747; Insulin prom up: 0.16; MT stabilizer: 2.5; Autophagy mod: inactive; P. falciparum M1AAP: -0.5%; bCat nuc transl: -0.2; UTI89 phage lysis: 0.3%; M17LAP inhibition: -5.2%; Dynein cargo inh cytoplasmic EGFP: -0.27; Dynein cargo inh nuclear GR-EGFP: 0.649; Dynein cargo inh cell count: 0.505; Insulin prom up cell count: 1197; bCat nuc transl cell count 5 µM: 980; MT stabilizer Hoechst-high %: 0.8; MT stabilizer cytotoxicity %: 26.4; Autophagy mod cell loss 18 h: -1.7

Results for CCn1c(SCC(=O)NCCc2ccc(OC)c(OC)c2)nc2c1c(=O)n(C)c(=O)n2C ?
ER stress rescue: 0.4%; Dynein cargo inh: -0.432; MT stabilizer: 3.6; Autophagy mod: inactive; P. falciparum M1AAP: 2.6%; bCat nuc transl: -1.2; UTI89 phage lysis: inactive; M17LAP inhibition: 3.8%; Dynein cargo inh cytoplasmic EGFP: -0.245; Dynein cargo inh nuclear GR-EGFP: -0.0131; Dynein cargo inh cell count: 0.649; bCat nuc transl cell count 5 µM: 763; MT stabilizer Hoechst-high %: 3.7; MT stabilizer cytotoxicity %: 7.3; Autophagy mod cell loss 18 h: -9.4

No enrichment for hits. Share with any hit: about 2.9%.
